Assay outcomes as filed in PubChem BioAssay.
RPL19A-GFP yeast: modulators of TOR pathway RPL19A-GFP in S. cerevisiae; S. cerevisiae RPL19A-GFP strain, flow cytometry, 3 h; hits give low values; percent response vs DMSO, % at 10 µM; 330,000 tested, 0.3% active;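 active means percent response vs DMSO below 50%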;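 further: median channel GFP fluorescence of the barcoded RPL19A-GFP strain; ratio of sample median GFP to plate DMSO average so 100% = DMSO; lower means less RPL19A-GFP as with rapamycin TOR inhibition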
EBNA-1 inh: blocks EBNA-1 binding to DNA; EBNA-1 DNA binding, fluorescence polarization; inhibition, % at 14.8 µM; 300,000 tested, 0.34% active; in the data active means inhibition above about 28%
proCasp3 act: activates human procaspase-3. P42574. AID 463141. 330,000 tested, 0.11% active. recombinant procaspase-3 D3A, Ac-DEVD-pNA absorbance 405 nm. activation, % at 8.5 µM;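 active means activation above the mean of all tested compounds plus 3 SD, cut at about 21% in these data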;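 further: 0% = DMSO alone and 100% = DMSO wells spiked with extra 5 µM PC-3 D3A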
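System: Procaspase-3 D3A mutant. Medium: Zinc-free 300 mM NaCl, 50 mM HEPES, 0.01% Triton X-100. Schedule: 1 h preincubation plus 2 h reaction at 25 °C. Measured by: 405 nm absorbance of p-nitroaniline, reads at 0 and 120 min. Read-out: percent activation relative to control range.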
procasp7 counter: counter-screen: procaspase-7 (human) activation. recombinant procaspase-7, Ac-DEVD-pNA absorbance 405 nm; D23A/D198A/D206A triple mutant, cannot self-cleave; scale: DMSO 0, 5 µM enzyme 100. activation, % at 8.5 µM. 330,000 tested, 0.093% active;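 active means percent activation above the screen-wide mean plus 3 SD, cut at about 25% in these data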
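Detection: p-Nitroaniline absorbance at 405 nm, read at 0 and 120 min; system: Uncleavable procaspase-7 mutant enzyme; evaluation: % activation from two-timepoint absorbance difference, scaled to controls; times: 1 h enzyme–compound preincubation and 2 h substrate reaction, both 25 °C; buffer or medium: Zinc-free HEPES pH 7.4 with 300 mM NaCl, 0.01% Triton X-100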
LAP4 TOR yeast: yeast TOR pathway LAP4-GFP modulation. S. cerevisiae LAP4-GFP multiplex, flow cytometry GFP, 3 h; median GFP as percent of DMSO wells. 320,000 tested, 0.34% active. GFP response vs DMSO, % at 10 µM;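 active means GFP response vs DMSO above a set limit, about the screen mean plus 3 SD, cut at about 150% in these data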
ZTA counter: blocks Epstein-Barr virus ZTA, an EBNA-1 counter-screen; AID 2234; 320,000 tested, 0.15% active; inhibition, % at 11 µM; P03206; ZTA-DNA binding, fluorescence polarization; in the data active means inhibition above about 33%
AHR activator: human AHR activation | P35869 | AHR-responsive luciferase reporter cells, luminescence | activation, % at 5 µM | 320,000 tested, 2.5% active | AID 2796; in the data active means activation above about 47%;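 further: 0% = vehicle wells and 100% = reference agonist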
Target sequence (P35869 whole entry, looked up): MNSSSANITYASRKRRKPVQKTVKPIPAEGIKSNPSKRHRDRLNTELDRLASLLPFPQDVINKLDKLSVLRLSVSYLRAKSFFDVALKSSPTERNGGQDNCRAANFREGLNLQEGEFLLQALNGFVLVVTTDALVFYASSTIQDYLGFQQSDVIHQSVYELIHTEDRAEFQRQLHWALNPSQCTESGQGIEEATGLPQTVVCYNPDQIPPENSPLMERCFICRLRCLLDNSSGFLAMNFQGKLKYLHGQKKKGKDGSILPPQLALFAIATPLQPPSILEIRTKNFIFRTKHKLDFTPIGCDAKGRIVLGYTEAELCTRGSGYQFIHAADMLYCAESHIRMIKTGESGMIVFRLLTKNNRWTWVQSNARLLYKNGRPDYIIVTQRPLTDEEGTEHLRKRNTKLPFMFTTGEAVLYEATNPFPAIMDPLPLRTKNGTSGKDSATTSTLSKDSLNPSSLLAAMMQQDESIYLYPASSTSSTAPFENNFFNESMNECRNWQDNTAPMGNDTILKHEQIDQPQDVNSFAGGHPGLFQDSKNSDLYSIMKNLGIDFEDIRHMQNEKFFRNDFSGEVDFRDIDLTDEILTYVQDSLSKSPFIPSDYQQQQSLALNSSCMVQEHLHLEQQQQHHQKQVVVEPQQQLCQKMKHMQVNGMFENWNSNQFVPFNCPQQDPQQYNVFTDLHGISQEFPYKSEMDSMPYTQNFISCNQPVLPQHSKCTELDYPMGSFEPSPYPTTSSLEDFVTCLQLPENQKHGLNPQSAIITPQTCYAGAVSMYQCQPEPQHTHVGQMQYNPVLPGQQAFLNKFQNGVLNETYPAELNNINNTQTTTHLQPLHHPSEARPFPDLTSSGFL
MEP2 TOR yeast: modulators of TOR pathway MEP2-GFP in S. cerevisiae; S. cerevisiae MEP2-GFP strain, flow cytometry GFP, 3 h; 100% = DMSO control level; 330,000 tested, 0.51% active; GFP response vs DMSO, % at 10 µM; AID 2016;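 active means GFP response versus DMSO above a set limit, roughly screen mean plus 3 SD, cut at about 180% in these data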;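 further: median GFP fluorescence of the barcode-gated MEP2-GFP cells per well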
* hit, by the source's call; x = not tested or not shown.

Molecule	RPL19A-GFP yeast	EBNA-1 inh	proCasp3 act	procasp7 counter	LAP4 TOR yeast	ZTA counter	AHR activator	MEP2 TOR yeast
Cc1nc(NC(=O)CCc2ccccc2)ccc1Br	98	-10	-5	-9	113	7	-2	90
CC(=O)N1CCN(c2ccccc2NC(=O)Cc2ccc(Cl)cc2)CC1	104	-11	10	1	104	-2	-1	106
CCc1c(C)nc2ncnn2c1N1CCCC(C(=O)Nc2cc(F)ccc2C)C1 (stereo unspecified)	109	6	9	2	111	-5	-1	111
Cc1cc(N2C(=O)CCC2=O)ccc1NC(=O)c1cccs1	98	5	-1	8	93	-4	0	96
C=C1CCN([C@@H](C)C(=O)NCc2cc(OC)c(OC)c(OC)c2)S(=O)(=O)c2ccccc21	99	4	2	-2	129	-12	3	89
CCc1[nH]nc(C(=O)N2CCCC(Nc3cccc(F)c3)C2)c1C (stereo unspecified)	96	-4	-5	-3	95	-9	7	99
Cc1c(C(=O)NC2CCCc3ccccc32)oc2ccc(S(=O)(=O)N3CCOCC3)cc12 (stereo unspecified)	102	12	-6	-2	100	-11	0	104
COc1cc(Cl)c(CC(=O)c2c[nH]c3ccccc23)cc1OC	109	20	12	4	91	-9	2	113
CCN(CC)C(=S)NC(=O)C12CC3CC(CC(C3)C1)C2	95	-9	-1	0	94	-11	1	96
COc1ccccc1NC(=S)NCc1ccc2c(c1)OCO2	104	-2	3	1	87	7	28	98
O=C(NCCc1csc(-c2cccnc2)n1)c1ccc(Cl)cc1	108	2	8	4	118	1	1	105
NNc1nc(-c2ccccc2)nc(-c2ccccc2)c1Br	93	0	5	5	112	6	6	104
COc1cc(NC(=O)NCC2CCN(Cc3ccccc3Cl)CC2)cc(OC)c1OC	101	-1	-5	3	101	4	0	97
COc1ccc(CCNC(=O)CSc2nc(O)c(C(C)C)c(=O)[nH]2)cc1OC	88	5	2	14	89	7	0	92
Cc1nc2ccccc2c(=O)n1/N=C/c1ccco1	100	1	7	6	101	-2	1	105
CCOc1ccc(C(=O)NCC(=O)OCC(=O)Nc2cccc(S(=O)(=O)N3CCCC3)c2)cc1	99	-5	-4	6	97	4	0	96
O=C(COc1ccccc1)Nc1ccc(S(=O)(=O)N2CCCC2)cc1	95	10	-1	3	100	-1	-2	91
O=C(CNC(=O)c1nn(Cc2ccccc2)c(=O)c2ccccc12)Nc1ccc(F)c(F)c1F	100	x	6	3	99	x	5	106
CCOc1ccc(CN(C)CC(=O)Nc2ccc3c(c2)CCC3)cc1OC	91	9	4	4	110	0	7	108
CCc1cc(=S)n2c([nH]c3ccccc32)c1C#N	94	-6	-7	-20	92	-13	22	99
COc1ccc2c(=O)c(-c3cnn(-c4ccccc4)c3)c(C)oc2c1	103	-15	1	7	103	-4	-11	101
COCCNC(=S)NC1CC2CCCC(C1)N2Cc1cccs1 (stereo unspecified)	104	-11	7	16	102	2	8	110
C=C(C(=O)Nc1ccccc1)c1ccc(C)cc1	104	-1	-2	2	108	-10	-3	85
CCN(CC)CCn1c(NCc2ccccn2)nc2ccccc21	x	-6	-6	-7	105	-13	4	110
Cc1cn(C)c(=O)n(C)c1=O	103	7	3	6	105	-5	-1	112
CC(C)n1c(=S)[nH]c2scc(-c3cccs3)c2c1=O	100	4	-12	-27	96	1	29	105
C=CCC(C#Cc1ccccc1)N(C)C (stereo unspecified)	103	-5	0	-6	100	3	2	106
C=C1CCC(C)C(C)(CCC2=CCOC2=O)C/C=C\C=C/1C(=O)O (stereo unspecified)	97	-7	-7	8	101	-13	0	102
Cc1ccc(C2=NOC3(CC(=O)N(c4ccc(C)cc4)C3=O)C2)cc1 (stereo unspecified)	100	3	-4	13	101	-2	-1	97
CCOc1ccc(N2C(=O)CC(N(CCc3ccc(OC)c(OC)c3)C(=O)/C=C/C(=O)O)C2=O)cc1 (stereo unspecified)	100	8	-3	-2	110	3	1	105
Cc1noc2ncnc(Sc3c(Cl)cccc3Cl)c12	104	-8	9	3	102	-1	9	105
CN(C)S(=O)(=O)c1ccc(NC(=O)N2CCN(c3ccccc3)CC2)cc1	94	-2	2	6	92	-12	1	94
Cc1ccc(C(OC(=O)c2ccco2)C(=O)NC2CCCC2)cc1 (stereo unspecified)	101	1	-1	10	101	11	-1	94
Cc1cc(NC(=O)CCN2C(=O)/C(=C/c3ccccc3Cl)SC2=S)no1	100	4	-6	1	93	3	-4	103
Cc1csc(NC(=O)c2cccc(S(=O)(=O)N3CCN(C)CC3)c2)n1	96	-2	3	5	100	-7	7	103
CCOC(=O)c1sc(NC(=O)CSC(=S)N2CCOCC2)nc1C	101	3	3	4	110	-2	-1	103
CCC(C)c1ccccc1OCCCCN1CCCC1 (stereo unspecified)	105	-2	-2	5	96	13	-2	104
O=C(COc1ccc(S(=O)(=O)Nc2ccccc2)cc1)N1CCOCC1	101	-14	1	-3	96	0	15	104
COCCSc1nnc(NC(=O)COC)s1	99	2	-3	-4	96	15	3	101
COc1ccc(OCCCC(=O)NNC(=O)CCN2CCN(c3ccccc3)CC2)cc1	100	-12	0	-9	103	-3	-2	105
CC1CC1C(=O)N1CCN(S(=O)(=O)c2cccc(F)c2)CC1 (stereo unspecified)	99	-4	3	-3	99	-1	2	108
Clc1ccc(Cn2cccc2C2=NCCO2)cc1	105	-2	7	9	94	0	2	109
O=C(Nc1ccccc1)Nc1scc2c1c(=O)oc1ccccc12	94	9	-4	3	103	8	9	86
COc1ccccc1C(=O)OCc1c(-c2ccccc2)ncc2ccccc12	89	x	-10	-7	94	x	12	86
CCC(C)Nc1nc(-c2ccccn2)nc2ccccc12 (stereo unspecified)	98	-19	-7	-6	84	-2	11	102
Cn1c(Sc2nc3ccccc3n2C)nc2ccccc21	96	8	5	2	103	-1	10	112
COc1ccccc1C1CCN(Cc2ccc(Cl)cc2Cl)CC1	96	-5	-4	-7	90	-11	1	102
Cn1c(=O)cc(OCC(=O)NCc2ccccn2)c2ccccc21	102	4	5	1	98	4	21	103
COc1ccsc1NC(=O)OCc1ccc(Cl)cc1	99	2	6	5	101	-10	1	102
CC(=O)NC1(C(Cl)(Cl)Cl)Oc2ccccc2O1	102	-4	3	-2	99	14	2	100
CCN(C(=O)CSc1ccc2ccccc2n1)C1CCCCC1	97	x	-8	-4	102	x	20	97
CCn1c(C)nc2cc(C(=O)NNS(=O)(=O)c3ccc(C)cc3C)ccc21	94	-4	9	3	95	-11	19	101
CSCCC(NS(=O)(=O)/C=C/c1ccccc1)C(=O)O (stereo unspecified)	99	0	3	11	97	-10	0	103
C[C@H]1C(=O)N(C)CCN1Cc1cn(C)nc1-c1ccc(Oc2ccccc2)cc1	95	7	4	2	103	7	-1	97
COc1cccc(C2CCCCN(C)C2=O)c1 (stereo unspecified)	102	1	5	8	107	8	-3	102
COc1ccc(C(=O)O/N=C(\N)c2ccc(Br)cc2)cc1	101	-19	-2	-10	107	-9	1	108
CN(CCO)S(=O)(=O)c1ccc2c(c1)C(=O)c1cc(S(=O)(=O)N(C)CCO)ccc1-2	103	7	1	-4	84	-9	3	111
O=S(=O)(Nc1nc2ccccc2nc1Cl)c1ccc(Br)cc1	99	8	2	-2	81	8	2	96
Cc1ccc(C(=O)NC(=S)Nc2c(C)ccc3nsnc23)cc1	101	-1	3	-5	93	-11	94*	102
CN(Cc1ccccc1)S(=O)(=O)c1ccc(OCC(=O)NCc2cccnc2)cc1	105	-3	-6	4	89	-7	10	96

Entries of single compounds as entered above.
Listed for `Cc1noc2ncnc(Sc3c(Cl)cccc3Cl)c12` = RPL19A-GFP yeast: 104; EBNA-1 inh: -8; proCasp3 act: 9; procasp7 counter: 3; LAP4 TOR yeast: 102; ZTA counter: -1; AHR activator: 9; MEP2 TOR yeast: 105
Listed for `Cc1cc(NC(=O)CCN2C(=O)/C(=C/c3ccccc3Cl)SC2=S)no1` = RPL19A-GFP yeast: 100; EBNA-1 inh: 4; proCasp3 act: -6; procasp7 counter: 1; LAP4 TOR yeast: 93; ZTA counter: 3; AHR activator: -4; MEP2 TOR yeast: 103

(next part)
Molecule	RPL19A-GFP yeast	EBNA-1 inh	proCasp3 act	procasp7 counter	LAP4 TOR yeast	ZTA counter	AHR activator	MEP2 TOR yeast
COc1ccc(CC(=O)Nc2cccc(SC)c2)cc1	101	7	-1	-5	104	-4	2	107
COc1cccc(CNS(=O)(=O)c2c(C(=O)N3CCCCC3)c(C)n(C)c2C)c1	104	-3	5	-1	107	-13	0	105
O=C(CCN1C(=O)/C(=C/c2ccccc2)SC1=S)Nc1ccccn1	100	11	-11	1	95	7	0	97
Cc1ccc2nsnc2c1S(=O)(=O)N1CCOCC1	101	5	2	-2	105	2	-2	106
CCOC(=O)N1CCN(c2c(-c3ccc(C(C)C)cc3)c(=O)c2=O)CC1	106	4	4	6	98	-5	5	104
O=C(Nc1cc(Cl)ccc1-n1cncn1)c1cc(F)c(F)c(F)c1F	98	14	3	3	106	10	56*	110
CN(c1cccc(NC(=O)c2ccccc2N(C)S(=O)(=O)c2ccccc2)c1)S(C)(=O)=O	103	8	-2	3	90	-5	3	102
CCOCCn1c(=NC(=O)CSCC(=O)Nc2cc(C)on2)sc2cc(OC)ccc21	96	-1	4	8	80	-7	0	103
O=C(N/C(=C/c1ccc([N+](=O)[O-])cc1)C(=O)N1CCOCC1)c1ccco1	101	-6	4	0	100	-14	-1	90
Nc1c(Cl)cc(-c2csc(N3CCCC3c3nc4cc(Cl)c(Cl)cc4n3CCOCCO)n2)cc1Cl (stereo unspecified)	111	1	-6	-8	119	7	37	102
Cc1cc(N(C)C)ccc1N=Nc1ccc2ncccc2c1	99	-8	6	1	113	-1	41	98
CC1(C)CC(=O)C2=C(C1)N(Cc1ccc(F)cc1)C(=O)C2(NC(=O)c1cccnc1)C(F)(F)F (stereo unspecified)	94	7	-5	5	94	10	1	95
O=C(Cn1cncn1)NCc1cccc2ccccc12	97	3	-1	-9	91	-2	10	97
CC(/C=C1\SC(=S)N(CCC(=O)Nc2nc(C)cs2)C1=O)=C\c1ccccc1	98	16	-12	-6	110	19	2	92
Cc1ccc(Cn2c(SCC(=O)Nc3cc(C)on3)nc3ccccc3c2=O)cc1	97	4	-5	11	93	-8	2	94
O=C(/C=C/c1ccccc1)N/C(=C\c1ccco1)C(=O)NCCO	98	1	-4	2	105	0	1	97
COc1ccc(C(=O)Nc2nncs2)cc1S(=O)(=O)N1CC(c2ccccc2)CC1=O (stereo unspecified)	102	2	-16	-7	103	9	1	103
CS(=O)(=O)N1Cc2ccccc2CC1C(=O)O (stereo unspecified)	99	-25	6	2	97	-6	6	105
Cc1[nH]c2ccccc2c1Cc1nnc(SCC(=O)NCc2ccco2)o1	101	8	6	2	120	7	-1	106
CCOc1ccc(CC(=O)Nc2nccs2)cc1OCC	101	-5	-6	-2	107	-30	3	106
Cc1nn(C)c(C)c1S(=O)(=O)NCCc1ccc(Cl)cc1	99	9	8	4	109	2	1	101
CN=C(c1ccc([N+](=O)[O-])cc1)N1CCCCC1	104	-17	-5	8	95	1	4	106
Cc1cccc(N2CCN(C(=O)c3ccc(NS(=O)(=O)c4ccc5[nH]c(=O)[nH]c5c4)cc3)CC2)c1C	96	-5	12	5	87	14	15	103
